Source: PubChem BioAssay
PNC assembly inh = perinucleolar compartment assembly inhibition; activity change (PNC), negative = inhibition, % at 10 µM; 140,000 tested, 3.1% active; AID 2417; PC3M PTB-GFP, PNC prevalence imaging, 16 h; hits give low values;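 active means readout at or below -70, meaning at least 70% loss of cells showing the perinucleolar compartment, a nuclear body marking cancer cells; inconclusive means readout between -30 and a set limit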;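 further: plate controls were DMSO wells for no effect and camptothecin positive control wells for full effect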
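Compounds are pinned in duplicate onto adhered PC3M cells stably expressing GFP-tagged PTB and incubated 16 h at 37 C. Cells are then fixed, nuclei stained with Hoechst, and PNC-positive cells counted.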
12-hLO inh = 12-hLO (ALOX12) enzyme inhibition; P18054; purified 12-hLO, xylenol orange hydroperoxide absorbance; Potency, µM (top dose mostly 57.1 µM), for inactives: at the top dose activity change, negative = inhibition, hits mostly inhibitors; 150,000 tested, 0.12% active; AID 1452; further: potency means the concentration at half of the fitted maximal effect; nearly all actives have a fitted effect of over 55% in size; many of its hits are not listed in these tables
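Hydroperoxide formation by human 12-lipoxygenase from 40 uM arachidonic acid was followed colorimetrically via ferric-xylenol orange complex, using the 573/405 nm absorbance ratio. Enzyme concentration was 150 nM, with 30 min reaction at room temperature.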
IMPase inh = IMPase inhibition in cells; CHO-M1 cells, IP1 accumulation, HTRF TR-FRET ratio; P97697; 120,000 tested, under 10 active; inhibition (IP1 accumulation), % at 46.1 µM; active means well fitted curve in the direction sought with a large enough effect in the signal ratio, not every such curve was filed as active; inconclusive means small, poorly fitted or top-dose-only effect, or a change in a side signal; inactive means no such curve, though single readings can be large or run the other way; the % refers to the signal ratio;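 further: cells stimulated with carbachol in lithium chloride buffer; plate controls were DMSO basal wells for no effect and reference inhibitor wells for full effect; higher means more IMPase inhibition seen as more IP1 and lower FRET ratio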
Target sequence (P97697 whole entry, looked up): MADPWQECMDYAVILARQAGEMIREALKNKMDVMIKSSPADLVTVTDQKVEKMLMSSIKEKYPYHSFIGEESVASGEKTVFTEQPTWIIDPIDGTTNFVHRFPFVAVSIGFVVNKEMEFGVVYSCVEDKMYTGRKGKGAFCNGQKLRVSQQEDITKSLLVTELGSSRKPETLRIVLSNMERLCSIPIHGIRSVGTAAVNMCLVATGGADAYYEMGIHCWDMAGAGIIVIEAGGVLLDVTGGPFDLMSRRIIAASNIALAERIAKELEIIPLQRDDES
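The IP-One HTRF competitive assay in carbachol-stimulated CHO-M1 cells quantifies cellular IP1. Compounds spanned up to 46 uM final, and activity is expressed as AC50 from concentration-response fits of the ratio and donor data.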
ALOX15B inhib = blocks human 15-lipoxygenase 2 activity; purified 15hLO-2, xylenol orange hydroperoxide absorbance; 110,000 tested, 0.56% active; Potency, µM (highest dose often 57.1 µM), for the others: at the top dose activity change, negative = inhibition, most hits filed as inhibitors; O15296; further: potency means the concentration at half of the fitted maximal effect; nearly all actives have a fitted effect of over 60% in size; many of its hits are not listed in these tables
Target sequence (O15296 whole entry, looked up): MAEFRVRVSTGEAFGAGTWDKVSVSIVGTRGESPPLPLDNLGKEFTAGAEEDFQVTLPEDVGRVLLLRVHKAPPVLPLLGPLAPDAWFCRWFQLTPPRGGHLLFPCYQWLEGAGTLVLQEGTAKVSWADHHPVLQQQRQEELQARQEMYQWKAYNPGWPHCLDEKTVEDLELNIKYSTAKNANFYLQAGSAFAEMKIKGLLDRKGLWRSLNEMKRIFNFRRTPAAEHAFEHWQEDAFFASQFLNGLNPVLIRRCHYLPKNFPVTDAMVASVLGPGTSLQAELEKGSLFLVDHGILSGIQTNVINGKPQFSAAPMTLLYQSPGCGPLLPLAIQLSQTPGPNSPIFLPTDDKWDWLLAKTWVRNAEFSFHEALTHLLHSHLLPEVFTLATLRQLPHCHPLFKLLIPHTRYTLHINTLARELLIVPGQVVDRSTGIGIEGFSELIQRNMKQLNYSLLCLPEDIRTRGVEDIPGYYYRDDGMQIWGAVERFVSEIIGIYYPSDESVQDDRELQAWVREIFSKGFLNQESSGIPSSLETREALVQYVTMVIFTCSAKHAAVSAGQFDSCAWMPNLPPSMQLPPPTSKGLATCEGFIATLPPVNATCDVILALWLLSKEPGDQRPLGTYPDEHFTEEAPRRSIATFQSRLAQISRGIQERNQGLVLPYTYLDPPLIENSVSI
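Screening format was qHTS against 50 nM purified 15hLO-2 in Hepes pH 7.5 with detergent. Activity follows hydroperoxide formation from 45 uM arachidonic acid, measured as 573:405 nm absorbance ratio of the ferric-xylenol orange complex.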
* = called active by the depositor; u = inconclusive; x = no result given; [ ] = dose if it differs, or a comment. Unless noted, the call rests on the fitted dose curve; in most records, active means well fitted curve in the direction sought with a large enough effect; inconclusive means small, poorly fitted or top-dose-only effect, or another doubt; inactive means no such curve, though single readings can be large; an effect the other way counts as inactive or inconclusive. Unless noted, on the % scale 0 is the no-effect control and ±100 the full control effect.

No.	canonical_smiles	PNC assembly inh	12-hLO inh
1	CC(=O)N1CCN(c2ccc(NC(=S)NC(=O)/C=C/c3ccccc3)cc2)CC1	u	4.7%
2	CCCCn1c(=O)cc(O)c2ccccc21	11.6	-2.6%
3	CC(C)(C)c1ccccc1OCC(=O)Nc1ncn[nH]1	15.2	13.9%
4	CCOCCCNC(=O)CN1CCN(Cc2ccccc2C)C1=O	-11.4	6.5%
5	O=C(CN1CCN(c2ccc(O)cc2)CC1)NC(=O)NCc1ccco1	58.2	-7.5%
6	COC(=O)C1=C(O)/C(=C\c2sccc2C)N=C1C	u	-2.1%
7	CCCn1c(=O)c(C(=O)NCc2ccccn2)c(O)c2ccccc21	12.3	-5.6%
8	O=[N+]([O-])c1ccc(Cl)c(/C=N/N2CCN(c3ccccc3)CC2)c1	7.2	-1.5%
9	Cc1cc(C(F)F)n2ncc(C(=O)NCc3ccccc3F)c2n1	-6.1	2.0%
10	CCC(C)(C)NC(=O)CN(C(=O)CCC(=O)Nc1cc(C)ccn1)c1ccc2c(c1)OCO2	42.2	2.0%
11	Cc1cc(NS(=O)(=O)c2ccc(NC(=O)CN3C(=O)c4ccccc4C3=O)cc2)nc(C)n1	1.4	1.3%
12	Cc1cccc(CCNC(=O)C2CCN(S(=O)(=O)c3c(C)noc3C)CC2)c1	7.4	7.1%
13	FC(F)(F)c1ccccc1-c1cncnc1NCCc1cnc[nH]1	x	0.0%
14	Cc1ccc(-c2ccc(/C=N/N=C3/NC(=O)C(CC(=O)O)S3)o2)c([N+](=O)[O-])c1 (stereo unspecified)	-9.8	-10.2%
15	CC(=O)N(Cc1ccc2c(c1)OCO2)C1CC(=O)N(CCc2ccccc2)C1=O (stereo unspecified)	u	-11.8%

No.	IMPase inh	ALOX15B inhib
1	-2.9	x
2	u	-7.7%
3	0.3	33.8%[activator]
4	3.8	-4.5%
5	-5.4	x
6	15.3	x
7	0.6	19.0%
8	2.6	-0.8%
9	x	x
10	4.1	0.8%
11	-1.9	3.8%
12	0.7	1.7%
13	x	10.9%
14	3.2	-4.0%
15	5.4	-10.5%

(listing goes on)
No.	canonical_smiles	PNC assembly inh	12-hLO inh
16	COc1cc(/C=N/Nc2nn3cnnc3c3ccccc23)cc(OC)c1OC	-8.5	-1.3%
17	COCC(C)NC(=O)c1cc(-c2ccc(OC)c(OC)c2)on1 (stereo unspecified)	-83.1*	-1.3%
18	CCc1ccc(-c2ccc(C(=O)O)cc2)nc1	u	-3.0%
19	CSC1=NC(NCCCO)c2c(sc3c2CC(C)(C)OC3)N1 (stereo unspecified)	32.2	4.3%
20	Cc1nnc(NC(=O)c2ccncc2)s1	-6.5	-2.9%
21	CCOc1ccccc1-n1c(N)c(C(N)=O)sc1=S	-11.2	-0.6%
22	O=[N+]([O-])c1ccc2cn(-c3ccccc3)nc2c1	-6.4	-7.9%
23	C=CCn1c(SCC(=O)NCc2ccco2)nnc1-c1ccc2ccccc2n1	15.3	-7.7%
24	COc1ccc(Cn2nnnc2C(c2ccncc2)N2CCOCC2)cc1 (stereo unspecified)	-99.5*	-2.3%
25	COc1ccc(-c2cc(C(F)(F)F)n3nc(C(=O)NCc4ccco4)c(Cl)c3n2)cc1	-4.6	-4.7%
26	COc1ccc(-c2noc(CSc3nnc(Cc4ccccc4)n3-c3cccc(C)c3)n2)cc1OC	u	-7.8%
27	Nc1ccc(S(=O)(=O)NC(=O)c2ccccc2)cc1	u	-0.3%
28	Cc1ccccc1Nc1nc(N)nc(CN2C(=O)NC3(CCCCC3C)C2=O)n1 (stereo unspecified)	10.6	-4.5%
29	CCOc1ccccc1N(CC(=O)NCC1CCCO1)C(=O)CCC(=O)Nc1ccccn1 (stereo unspecified)	u	-8.7%
30	COc1ccc(C2CC(=O)C(C=NCCN3CCN(C(C)=O)CC3)=C(O)C2)cc1 (stereo unspecified)	-8.4	5.9%

No.	IMPase inh	ALOX15B inhib
16	2.8	-4.0%
17	4.0[1.84 µM]	8.8%[11.4 µM]
18	3.3	0.5%
19	-11.4	-0.5%
20	-4.9	5.2%
21	6.9	-10.1%
22	x	x
23	18.8	-20.3%
24	-3.3	-20.4%
25	11.9	-13.0%
26	12.0	-5.7%
27	-5.4[20.6 µM]	2.0%
28	1.8	4.4%
29	8.0	-5.1%
30	-3.0	x

New compounds follow:
No.	canonical_smiles	PNC assembly inh	12-hLO inh
31	CCN(CC)c1ccc(NC(=O)c2ccc(Br)o2)c(C)c1	u	-2.0%
32	CC1=C(C(N)=O)C(c2ccncc2)n2nc(-c3ccccc3Cl)nc2N1 (stereo unspecified)	43.9	-0.6%
33	CCOC(=O)c1cc(C#N)c(SCc2cccc3ccccc23)nc1C	u	0.8%
34	COc1cc(NCCC(=O)O)c2ncccc2c1	x	-3.8%[11.4 µM]
35	O=C(c1cccc(F)c1)N1CCN(c2cccc(C(F)(F)F)c2)CC1	13.3	-5.5%
36	COC(=O)[C@H](CCSC)NC(=O)Nc1cc(C)ccc1C	u	4.7%
37	CCN(C(=O)CSc1nncn1-c1ccccc1)c1c(N)n(Cc2ccccc2)c(=O)[nH]c1=O	-3.8	-1.7%
38	CO/N=C(\C(=O)NC1C(=O)N2C(C(=O)OCOC(=O)C(C)(C)C)=C(/C=C\c3scnc3C)CSC12)c1csc(N)n1 (stereo unspecified)	x	-4.8%
39	COc1ccc(NC(=O)C2CCN(S(=O)(=O)c3cccc4cccnc34)CC2)cc1	-21.8	-6.9%
40	Cc1cccc(N2CCN(C(=O)Cn3cnc4c3c(=O)n(C)c(=O)n4C)CC2)c1C	0.1	1.7%
41	O=c1nc2ccccc2c(NS(=O)(=O)c2ccccc2)n1-c1ccccc1	9.2	-0.3%
42	O=C1[C@@H]2C(Cc3ccc(O)cc3)NC3(C(=O)Nc4ccc(F)cc43)[C@@H]2C(=O)N1c1ccc(F)cc1 (stereo partly specified)	-19.8	-12.2%
43	Cc1ccc(NC(=O)c2cc(NC(=O)CCC(=O)O)ccc2N2CCCCC2)cc1	-19.8	-1.9%
44	Cc1ccc(-n2nc3c(=S)[nH]nc(C)c3c2C)cc1	-4.2	-1.4%
45	Cc1ccc(-n2ncc3c(=O)n(CC(=O)Nc4cccc(Cl)c4)cnc32)cc1C	24.6	-5.8%

No.	IMPase inh	ALOX15B inhib
31	8.2	6.0%[2.29 µM]
32	u	x
33	-1.6	-2.3%
34	x	-7.0%[11.4 µM]
35	2.3	2.9%
36	-0.5	-1.0%
37	x	x
38	x	0.8%
39	-8.0	-0.7%
40	u	x
41	0.3	-1.0%
42	10.3	-10.6%
43	1.8	-2.4%
44	u	-9.7%
45	-2.5	-1.4%

Seven entries out of the list, ordered by molar mass, ascending:
No.	canonical_smiles	PNC assembly inh	12-hLO inh
31	CCN(CC)c1ccc(NC(=O)c2ccc(Br)o2)c(C)c1	u	-2.0%
35	O=C(c1cccc(F)c1)N1CCN(c2cccc(C(F)(F)F)c2)CC1	13.3	-5.5%
33	CCOC(=O)c1cc(C#N)c(SCc2cccc3ccccc23)nc1C	u	0.8%
32	CC1=C(C(N)=O)C(c2ccncc2)n2nc(-c3ccccc3Cl)nc2N1 (stereo unspecified)	43.9	-0.6%
43	Cc1ccc(NC(=O)c2cc(NC(=O)CCC(=O)O)ccc2N2CCCCC2)cc1	-19.8	-1.9%
42	O=C1[C@@H]2C(Cc3ccc(O)cc3)NC3(C(=O)Nc4ccc(F)cc43)[C@@H]2C(=O)N1c1ccc(F)cc1 (stereo partly specified)	-19.8	-12.2%
37	CCN(C(=O)CSc1nncn1-c1ccccc1)c1c(N)n(Cc2ccccc2)c(=O)[nH]c1=O	-3.8	-1.7%

No.	IMPase inh	ALOX15B inhib
31	8.2	6.0%[2.29 µM]
35	2.3	2.9%
33	-1.6	-2.3%
32	u	x
43	1.8	-2.4%
42	10.3	-10.6%
37	x	x

Going on with the list.
No.	canonical_smiles	PNC assembly inh	12-hLO inh
46	COc1cccc(CSc2nnc(-c3ccc(F)cc3)o2)c1	u	-10.3%
47	Cc1nn(-c2ccccc2)c(C)c1C(=O)OCC(=O)c1c(N)n(CC(C)C)c(=O)n(C)c1=O	12.4	3.2%
48	O=C(Nc1cc(Cl)ccc1O)c1cc2n(n1)C(C(F)(F)F)CC(c1ccc3c(c1)OCO3)N2 (stereo unspecified)	-84.2*	-0.6%
49	COc1cc(/C=N/NC(=O)CNC(=O)c2ccccc2)ccc1OC(=O)c1cccs1	u	-2.6%
50	Cc1ccc(C(=O)c2cc3c(cc2N)OCCO3)cc1	u	-4.0%
51	CCC(C)(C)C(=O)O	x	-3.3%
52	COc1c(Cl)cc(C(=O)Nc2ccccc2-c2ccccc2)cc1Cl	68.4	2.8%
53	CCCCC(=O)Nc1nnc(SCC(=O)N2CCN(c3ccccc3OC)CC2)s1	u	-5.6%
54	O=C1c2ccsc2SCCN1Cc1cccc(Cl)c1	10.4	-1.2%
55	Cc1cccc2cc(C(c3nnnn3CC3CCCO3)N3CCCC4(CCCCC4)C3)c(=O)[nH]c12 (stereo unspecified)	-2.7	-2.4%
56	CNC1=C(Cl)C(=O)c2ccncc2C1=O	x	-7.8%
57	O=C1CSC(c2cn(-c3ccccc3)nc2-c2cc3ccccc3oc2=O)N1Cc1cccnc1 (stereo unspecified)	u	1.8%
58	COc1cccc(CN2CCN(c3ncccn3)CC2)c1	-23.5	-7.1%
59	CCCNC(=O)c1ccc(C2SCC(=O)N2Cc2ccccc2)cc1 (stereo unspecified)	u	2.6%
60	COc1cc2c(cc1OC)CN(C(=O)CSc1nc3[nH]ncc3c(=O)n1-c1ccccc1)CC2	14.0	0.2%

No.	IMPase inh	ALOX15B inhib
46	u	4.1%
47	6.5	-2.4%
48	3.1	-28.3%
49	7.1	-19.2%
50	3.7	-3.7%
51	x	0.6%
52	7.0	-6.8%
53	-18.1	2.4%
54	12.6	-4.1%
55	-7.4	1.5%
56	x	-16.9%
57	5.8	17.8%
58	10.1	-3.0%
59	x	x
60	-3.8	-2.1%

New compounds follow
No.	canonical_smiles	PNC assembly inh	12-hLO inh
61	Cc1ccc(N2C(=O)CSC2c2c(F)cccc2Cl)cc1 (stereo unspecified)	35.5	-6.5%
62	CCCC(=O)Nc1ccc(Cl)c(NC(=O)c2ccco2)c1	26.0	-2.6%
63	NC(=O)C1CCN(C(=O)c2cc3ccccn3n2)CC1	u	-0.7%
64	O=C(C(Cc1ccccc1)N1C(=O)c2ccccc2C1=O)N1c2ccccc2CCc2ccccc21 (stereo unspecified)	70.2	-0.1%
65	CC(=O)/C(=N\Nc1cccc(Cl)c1)Sc1nnc(-c2ccccc2)n1-c1ccccc1	15.2	1.9%
66	COc1ccc2[nH]c(C)c(C(=O)CN3CCN(C(=O)c4ccco4)CC3)c2c1	-4.7	-6.0%
67	CN(C)c1ccc(-c2ccc3ncnc(NCc4ccccc4)c3c2)cc1	x	-8.6%
68	Cc1ccc(S(=O)(=O)N2CCCCC2)cc1NC(=O)COC(=O)Cc1c(F)cccc1Cl	70.6	0.5%
69	O=C(O)CN1C(=O)c2ccc(Oc3cccc4c3C(=O)N(CC(=O)O)C4=O)cc2C1=O	u	-3.6%
70	COc1ccc(C2C(C(C)=O)=C(O)C(=O)N2CCO)c(OC)c1 (stereo unspecified)	u	-3.8%
71	CC(C)C1CC(O)(C2(O)CCCCC2)ON1 (stereo unspecified)	-11.2	2.0%
72	COc1cc(CNC2CCCCCC2)cc(OC)c1OC	-16.0	-2.6%

No.	IMPase inh	ALOX15B inhib
61	22.5	-3.1%
62	u	1.8%[11.4 µM]
63	0.5	-3.3%
64	x	x
65	-7.4	x
66	-18.3	-15.6%
67	x	60.7%[activator]
68	x	x
69	-5.7	1.6%
70	-6.7	-0.4%
71	u	3.2%
72	-10.7	0.8%

Only part of the results is shown; the hit share may differ from the screen's.
